# Assay outcomes: PubChem BioAssay, The Scripps Research Institute Molecular Screening Center
# OX1R antag-1 = antagonists of human orexin 1 receptor (OX1R); OX1R-expressing cells, FRET antagonist read-out; inhibition, % at 6.6 µM; actives 1.8% (n = 330,000); AID 485270, 2010; in the data active means inhibition mostly above about 38%, no sharp cut-off; inactive means mostly below about 40%;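 further: 0% = agonist challenge alone and 100% = reference antagonist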
# Target sequence (O43613 whole entry, looked up): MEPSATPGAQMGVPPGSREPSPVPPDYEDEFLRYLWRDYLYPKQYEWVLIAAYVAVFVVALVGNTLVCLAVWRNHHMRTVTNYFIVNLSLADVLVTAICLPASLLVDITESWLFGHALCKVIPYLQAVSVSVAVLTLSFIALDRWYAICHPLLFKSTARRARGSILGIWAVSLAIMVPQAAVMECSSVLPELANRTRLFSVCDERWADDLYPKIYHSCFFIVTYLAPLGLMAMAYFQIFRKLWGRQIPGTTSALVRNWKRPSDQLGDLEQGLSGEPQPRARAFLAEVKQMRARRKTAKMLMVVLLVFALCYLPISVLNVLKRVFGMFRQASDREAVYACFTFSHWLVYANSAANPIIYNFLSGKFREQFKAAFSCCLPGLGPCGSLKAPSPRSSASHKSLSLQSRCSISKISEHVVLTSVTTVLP
# OX1R antag-2 = OX1R (HCRTR1) antagonists, primary screen, fluorescence, CHO/OX1R cells, Fluo-8 calcium, orexin A; Orexin/Hypocretin receptor type 1 (Homo sapiens), O43613; Fluo-8 calcium fluorescence; inhibition, % at 5 µM; actives 0.43% (n = 330,000); AID 434989, 2010;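 active means inhibition above its plate's threshold, mean inhibition of all tested compounds on the plate plus 3 SD, cut at about 37% in these data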;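 further: 0% = orexin A challenge wells and 100% = SB-334867-A antagonist wells; not every result past the cut was called active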
# Active calls of the source: *.
# Under each structure: OX1R antag-1, OX1R antag-2
- COCCNC(=O)c1ccccc1NC(=O)CSc1ccc(C)cc1
    8, -21
- Cc1[nH]n(-c2ccccc2)c(=O)c1-c1cccc(Cl)c1
    4, -6
- CCc1[nH]nc2c1C1(C(=O)N(Cc3ccccc3)c3ccccc31)C(C#N)=C(N)O2 (configuration not stated)
    11, -25
- COc1ccc(/C=N/NC(=S)Nc2ccccc2)cc1COc1ccc(F)cc1F
    29, -9
- CCN(CC)CCOC(=O)c1ccc(NC(=O)CCCN2C(=O)S/C(=C/c3ccc(OC)cc3)C2=S)cc1
    28, -17
- O=C(CCN1C(=O)c2cccc3cccc(c23)C1=O)NCc1ccco1
    29, -9
- CC(=O)c1ccc(S(=O)(=O)Nc2ccc(-n3c(C)nc4ccccc4c3=O)cc2)cc1
    -1, -11
- COC(=O)c1cc2occc2n1CC(=O)Nc1ccc(OC)c(OC)c1
    4, -5
- COc1ccc(OC)c(C2/C(=C(/O)c3ccc(C)cc3)C(=O)C(=O)N2Cc2ccco2)c1 (configuration not stated)
    13, -16
- Cn1cccc1/C=N/NC(=O)CNc1cccc2ccccc12
    4, -14
- COCc1c(C(=O)N2CCN(S(=O)(=O)c3ccccc3Cl)CC2)oc2ccccc12
    10, -12
- CC1(C)NC(=O)N(CC(=O)Nc2cc(S(=O)(=O)N3CCOCC3)ccc2N2CCOCC2)C1=O
    21, -8
- CC(=O)c1cc2c(cc1NC(=O)CCn1cccc1)OCO2
    28, -18
- COc1ccc2oc(=N)c(C(=O)Nc3ccccc3)cc2c1
    76*, -4
- Cc1ccnc(SCCn2c(N3CCCCC3)nc3c2c(=O)n(C)c(=O)n3C)n1
    5, -10
- CC(C)[C@H](NC(=O)[C@@H]1CSCN1C(=O)OC(C)(C)C)C(=O)NCC1CCC(C(=O)O)CC1 (some centres not stated)
    1, -18
- CCc1noc(C)c1C(=O)Nc1nc(-c2ccc(OC)c(OC)c2)cs1
    61*, -7
- COc1ccc(/C=N/N2CCOCC2)cc1OCc1ccccc1
    28, -20
- COCc1cc(C)nc(OCC(=O)N/N=C/c2ccc(C)o2)c1C#N
    11, -7
- COc1ccc(Nc2nc(-c3ccccc3)cs2)cc1
    14, -22
- CC(C)(C)c1ccc(C(=O)NC(=S)NNC(=O)c2cccs2)cc1
    1, 33
- CC(=O)c1cccc(NC(=O)c2onc(C)c2Cl)c1
    29, -2
- O=C(CN1CCCc2ccccc21)NCc1ccccc1Cl
    11, -8
- C/C(=N\NC(=O)CNC(=O)c1ccccc1Br)c1ccco1
    10, -7
- CC(=O)NCC1COc2ccccc2O1 (configuration not stated)
    2, -16
- C/C(CC(=O)NC1CCCCC1)=N\NC(=O)c1ccc(Br)cc1
    13, -23
- O=C(Nc1ccc(C(F)(F)F)cc1)C1CCCN1S(=O)(=O)c1cccc2cccnc12 (configuration not stated)
    36*, 30
- CCOC(=O)N1CCN(C(=O)C(C)(C)Oc2ccc(Cl)cc2)CC1
    12, -17
- CCN(CC)CCSc1nnc(Nc2ccccc2)n1-c1ccccc1
    6, -12
- Cc1ccc(-n2nc(CN3CCOCC3)c(-c3ccccc3)c2N)c(C)c1
    8, -18
- O=C(CN1C(=O)c2ccccc2C1=O)Nc1cccc(S(=O)(=O)Nc2ccccc2Cl)c1
    16, -7
- CS(=O)(=O)N1CCN(c2ccc(NC(=O)COc3ccccc3)cc2)CC1
    1, 5
- O=C(O)c1cc(NN=C2CCN(Cc3ccccc3)CC2)ccc1Cl
    16, -12
- CCN(CC)C(=O)[C@H]1CC(CC(=O)NCCN2CCOCC2)C(=O)N2CCc3c([nH]c4ccc(OC)cc34)[C@]12C (some centres not stated)
    11, 2
- Cc1ccnc(NC(=O)CNC(=O)c2ccc3ccccc3c2)c1
    26, -14
- Nc1nc(CSc2nc3ccccc3s2)nc(N2CCCCC2)n1
    28, 8
- CN(Cc1ccccc1)c1ncnc2ccc(Br)cc12
    6, -38
- O=C1CC2(CCCC2)C(=O)N1c1ccc(S(=O)(=O)NCC2CC2)cc1Cl
    18, -14
- CCCCOC(=O)NS(=O)(=O)c1sc(CC(C)C)cc1-c1ccc(Cn2c(CC)nc3c(C)cc(C)nc32)cc1
    8, -30
- CNC(=O)/C(=C\c1ccc([N+](=O)[O-])cc1)NC(C)=O
    73*, -5

# 4 entries already listed, ordered by molecular weight, low to high.
# Under each structure: OX1R antag-1, OX1R antag-2
- O=C(O)c1cc(NN=C2CCN(Cc3ccccc3)CC2)ccc1Cl
    16, -12
- Cc1ccc(-n2nc(CN3CCOCC3)c(-c3ccccc3)c2N)c(C)c1
    8, -18
- O=C1CC2(CCCC2)C(=O)N1c1ccc(S(=O)(=O)NCC2CC2)cc1Cl
    18, -14
- CC(C)[C@H](NC(=O)[C@@H]1CSCN1C(=O)OC(C)(C)C)C(=O)NCC1CCC(C(=O)O)CC1 (some centres not stated)
    1, -18

# Later entries
# Under each structure: OX1R antag-1, OX1R antag-2
- CC1(C)CC(=O)C(C(=O)Cc2ccccc2[N+](=O)[O-])C(=O)C1
    18, 10
- CC(=O)NC(CC(=O)Nc1ccc(S(=O)(=O)N2CCCC2)cc1)c1ccccc1 (configuration not stated)
    4, -16
- O=C(N/N=C/c1ccc([N+](=O)[O-])o1)c1cn2ccc3ccccc3c2n1
    9, -10
- O=C(NCCCn1ccnc1)c1cc(-c2cccc(O)c2)on1
    19, 3
- CCCS(=O)(=O)c1c(S(=O)(=O)CCC)c2ccc(C(N)=O)cn2c1C(=O)c1ccc(F)cc1
    14, -28
- O=C(C1Cc2ccccc2CN1S(=O)(=O)c1ccc(F)cc1)N1CCCCCC1 (configuration not stated)
    17, -20
- CCC(C)NC(=O)CCc1nnc2ccc(N3CCC(C)CC3)nn12 (configuration not stated)
    5, -15
- CC(=O)Nc1ccc(-c2csc(N/N=C(/C)c3ccccc3)n2)cc1
    5, -24
- O=C(Nc1ccncc1)c1cc(S(=O)(=O)N2CCCCC2)ccc1Cl
    14, -21
- CC1CC(C)CN(C(=O)COC(=O)c2ccc3ccccc3n2)C1 (configuration not stated)
    10, -8
- O=C(O)Cc1coc2ccc3ccccc3c12
    5, -6
- O=C(OCc1ccccc1F)c1cc2ccccc2cc1O
    7, -12
- O=C(CO/N=C/c1ccccc1O)N1CCc2ccccc21
    13, -13
- COc1ccc2c(c1)nc(N)n2Cc1ccccc1
    16, -3
- Cc1ccc(S(=O)(=O)N(CC(=O)Nc2ccccc2-c2ccccc2)c2ccc(C)cc2C)cc1
    11, -24
- Cc1ccc(C)c(C(=O)CCC(=O)OCn2nnc3ccccc3c2=O)c1
    5, -28
- COc1ccccc1NC(=O)Cc1noc(CSc2n[nH]c(N)n2)n1
    9, -3
- NC(=O)CC(NC(=O)c1ccc(Br)cc1)c1ccc(NC2CCCCCCC2)c([N+](=O)[O-])c1 (configuration not stated)
    15, -14
- CCOc1ccc(S(=O)(=O)N2CCCC(C(=O)NCCN3CCOCC3)C2)cc1Cl (configuration not stated)
    3, -27
- CCOC(=O)/C(=N\Nc1ccccc1Cl)N(C)C1CCCCC1
    5, -7

# The list goes on, starting with the last 4 of the part before.
# Under each structure: OX1R antag-1, OX1R antag-2
- COc1ccccc1NC(=O)Cc1noc(CSc2n[nH]c(N)n2)n1
    9, -3
- NC(=O)CC(NC(=O)c1ccc(Br)cc1)c1ccc(NC2CCCCCCC2)c([N+](=O)[O-])c1 (configuration not stated)
    15, -14
- CCOc1ccc(S(=O)(=O)N2CCCC(C(=O)NCCN3CCOCC3)C2)cc1Cl (configuration not stated)
    3, -27
- CCOC(=O)/C(=N\Nc1ccccc1Cl)N(C)C1CCCCC1
    5, -7
- CC(C)(C)NC(=O)NC(=O)CSc1ncn[nH]1
    11, -9
- COc1ccc(CC(=O)Nc2ccc(S(=O)(=O)N3CCOCC3)cc2)cc1
    -1, -1
- Cc1ccc(NC(=O)C2CCCN2C(=O)Oc2ccccc2)cc1 (configuration not stated)
    13, -6
- CCOc1ccc(C(=O)OCC(=O)NCC2CCCO2)cc1 (configuration not stated)
    6, -9
- CCOc1ccc(NC(=S)N2CCN(c3ccc(N4CCOCC4)nn3)CC2)cc1
    4, -6
- O=c1[nH]c(Nc2nc3ccccc3o2)nc2c1CCCC2
    24, -18
- Cc1cc(N2C(=O)C(O)=C(C(=O)c3cccs3)C2c2ccccc2)no1 (configuration not stated)
    -2, -21
- Nc1nc(NCC2CCCO2)nc(Nc2ccc(F)cc2)c1[N+](=O)[O-] (configuration not stated)
    8, -27
- CC(=O)Nc1ccc(/C(C)=N/NC(=O)c2ccc(COc3ccccc3Cl)o2)cc1
    9, -15
- CC(OC(=O)C1CSC2(C)CCC(=O)N12)C(=O)Nc1cccc(C#N)c1 (configuration not stated)
    11, 1
- CC1CCCCC1NC(=O)CNC(=O)c1ccco1 (configuration not stated)
    8, -27
- COc1ccc(N2CCN(C(=O)CN(C)S(=O)(=O)c3cc(C)ccc3OC)CC2)cc1
    6, -32
- CCN(CC)CCCCCCCCOC(=O)c1cc(OC)c(OC)c(OC)c1
    17, -16
- O=C1CN(C(=O)c2cccs2)c2ccccc2N1
    6, 1
- Cc1c(CNCCCc2ccccc2)c(C(=O)O)c(C)n1Cc1ccccc1
    -1, -13
- CCCCC(c1nnnn1C1CCCC1)N1CCN(C2CCCC2)CC1 (configuration not stated)
    19, -36
- CCC1CCCCN1CCCNC(=O)c1ccc2c(c1)c(C)c(C)n2C (configuration not stated)
    18, -29
- Cc1[nH]n(-c2nc(-c3ccccc3F)cc(=O)[nH]2)c(=O)c1CCO
    6, -16
- Clc1cccc(/C=N\Nc2nccs2)c1
    82*, -11
- CN1CCN(C(=S)C(=O)NCc2ccccc2)CC1
    7, -3
- CCCCCCOC(=O)CCn1[nH]c(=O)c2ccccc2c1=O
    21, -19
- c1ccc(-c2ccc(-c3csnn3)cc2)cc1
    17, -1
- NC(=O)c1cc(S(=O)(=O)N2CCCC2)ccc1OCc1ccc(F)cc1
    2, -13
- COC(=O)Nc1ccc(S(=O)(=O)N2CCCC(C(=O)O)C2)cc1 (configuration not stated)
    14, -26
- O=C(COc1ccccc1Cl)c1ccc2c(c1)CCCC2
    23, -28
- COCCCNC(=O)c1ccc2c(=O)n(C3CCCC3)c(=S)[nH]c2c1
    9, -16
- Cc1nn(C)c(NC(=O)c2ccc(Cl)cc2)c1Cl
    5, -2
- CC(=O)O/N=C/c1c(NCc2ccccc2)nc2c(C)cccn2c1=O
    10, -26
- CCS(=O)(=O)c1ccc2oc(Nc3ccccc3Br)nc2c1
    17, -21
- Cn1c(=O)[nH]c(Nc2ccccc2)c([N+](=O)[O-])c1=O
    16, -14

# More structures follow:
canonical_smiles,OX1R antag-1,OX1R antag-2
O=C(NCc1nnnn1-c1ccc(F)c(F)c1)C(=O)c1c[nH]c2ccccc12,11,-3
CCN(CCNC(=O)C1CCN(S(=O)(=O)CC)CC1)c1ccccc1,27,-2
CCC(=O)Nc1cccc(-n2nnnc2SCC(=O)N(C(C)C)C(C)C)c1,10,-36
CCOC(=O)c1oc2ccccc2c1NC(=O)c1cc(OC)cc(OC)c1,7,-21
COc1cc(-c2nn3c(Cc4ccccc4)nnc3s2)cc(OC)c1OC,18,-18
Cc1ccc(S(=O)(=O)NCC(c2ccccc2)N2CCN(CCC#N)CC2)cc1 (configuration not stated),6,-10
CCOc1ccccc1N(C(=O)CNS(=O)(=O)c1ccccc1)C(CC)C(=O)NCc1ccco1 (configuration not stated),12,-34
COCCN(Cc1cc2cc(C)cc(C)c2nc1Cl)C(=O)Nc1ccccc1,23,-36
CCOC(=O)c1[nH]cnc1C(=O)N[C@@H](C)c1ccccc1,5,-13
Cc1c(NC(=O)OCCNC(=O)Nc2ccccc2)sc(=S)n1C,8,-3
O=C(Cn1nc(-c2ccccc2)ccc1=O)NCC1CCCO1 (configuration not stated),12,-7
CC(=O)C1=C(C)OC(N)=C(C#N)C1c1cc2cccc(C)c2nc1Cl (configuration not stated),10,-20
N#Cc1ccc(Cn2ccnc2C(=O)Nc2ccccc2)cc1,24,-15
O=C(CCCSc1nc2ccccc2[nH]1)NC1=NCCS1,13,-17
C/C(=N\NC(=O)c1nnn(-c2nonc2N)c1CSc1ccccc1)c1ccc2c(c1)OCO2,8,-3
COc1ccc2cc(CN(CCCN3CCOCC3)Cc3nnnn3C3CCCC3)c(=O)[nH]c2c1,7,-32
Cc1cc(C)cc(NC(=O)C(NCCN2CCOCC2)c2ccccc2)c1 (configuration not stated),7,-3
Cc1cccc(CSC(=N)N)c1,21,-17
CS(=O)(=O)Nc1ccc(-c2cc(/C=C3\SC(N)=NC3=O)c[nH]c2=O)cc1,53,-10
Cc1ccc(NC(=S)Nc2ccc3cn[nH]c3c2)cc1C,11,-9
Cc1c(C(=O)CN2CCCC(C)(C)C2)c2ccccc2n1C,5,-26
CCC(C)(C)NC(=O)CC(c1ccc(OC)cc1)n1cccc1 (configuration not stated),26,-27
C=CCN1CCN(C(=O)CSc2ccccc2)CC1,5,-13
CC(=O)NC1=NN(C(C)=O)C(C)(CCS(=O)(=O)c2ccc(Br)cc2)S1 (configuration not stated),2,-24
CC(C)Nc1c([N+](=O)[O-])c(=O)oc2ccccc12,12,-12
COc1cc(C(=O)NCC(c2cccs2)N2CCOCC2)cc(Br)c1OCc1ccccc1 (configuration not stated),4,-28
Cc1cccc(N2CCN(C(=O)Cn3nc(Cc4ccncc4)c4ccccc4c3=O)CC2)c1C,1,-18
Cc1ccc(S(=O)(=O)/N=C(/c2ccc(F)cc2)N2CCCC2)cc1,11,-18
COc1ccc(NC(=O)CC(C)CC(=O)NCc2ccc(F)cc2)c(OC)c1 (configuration not stated),10,1
CN(C)c1ccc(C(=O)Nc2ccc(S(=O)(=O)NC3=NCCCCC3)cc2)cc1,13,-8
CCCCn1c(SCC(=O)c2cc(OC)ccc2OC)nc2cc(S(N)(=O)=O)ccc21,16,-18
CCOc1ccc(S(=O)(=O)NCCC(=O)NCc2cccnc2)cc1,8,-8
